# TRPC4 agonist = activators of mouse TRPC4 channel | 310,000 tested, 0.49% active | AID 2237 | B-score at 10 µM | Q9QUQ5 | HEK293 TRPC4beta/mu-opioid, Fluo4 calcium fluorescence; stronger effect = higher value;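 active means B-score above 5 SD of library B-scores, and initial fluorescence ratio not above library mean plus 5 SD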;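 further: positive B-score marks a calcium rise read as TRPC4 activation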
#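 System – HEK293 cells stably co-expressing mouse TRPC4beta and mu-opioid receptor · Signal – Fluo4 calcium-sensitive dye fluorescence, kinetic, 1 Hz baseline · Benchmarks – buffer (low) and maximal DAMGO (high) · Read-out – B score of integrated fluorescence ratio per well · Incubation – dye loading 45 min room temperature, 110 s kinetic read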
# PolyA inh = inhibitors of polyadenylation in S. cerevisiae. S. cerevisiae SKY197-pL101 polyadenylation reporter, beta-gal luminescence; efflux-impaired pdr1/pdr3 knockout yeast; score 100 = 6 SD above DMSO. calls only at 12 µM. 300,000 tested, 0.02% active. AID 1875;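 active means lowest replicate activity score at least 50, where 100 means six control SD above control mean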;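 further: yeast exposed to compound for 9 h at 30 °C; higher score means more reporter readthrough which indicates perturbed polyadenylation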
# MrgX1 ag = agonists of human MrgX1 receptor | MrgX1-HEK293 cells, Fluo-4 calcium fluorescence, agonist mode; stronger effect = higher value | B-score at 10 µM | 310,000 tested, 0.44% active | Q96LB2;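 active means calcium response B-score plate-corrected fluorescence ratio at least 3 library SD, with starting fluorescence B-score inside 5 SD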
# Target sequence (Q96LB2 whole entry, looked up): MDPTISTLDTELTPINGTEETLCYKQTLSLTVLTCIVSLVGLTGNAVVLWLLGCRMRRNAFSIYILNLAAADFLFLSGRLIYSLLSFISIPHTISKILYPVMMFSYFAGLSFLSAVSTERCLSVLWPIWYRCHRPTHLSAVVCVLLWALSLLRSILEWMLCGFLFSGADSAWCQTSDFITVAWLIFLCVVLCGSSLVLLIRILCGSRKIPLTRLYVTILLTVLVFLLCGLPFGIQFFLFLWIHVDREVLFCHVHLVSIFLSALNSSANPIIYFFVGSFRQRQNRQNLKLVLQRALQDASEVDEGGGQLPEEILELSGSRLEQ
#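 Material: HEK293 cells stably expressing human MrgX1 receptor | Quantity: 15,000 cells per well | Times: Cells plated overnight, dye loaded 0.5 h 37 °C, 0.5 h room temperature | Measured by: Kinetic Fluo-4 NW fluorescence of intracellular calcium | Control set: Positive and negative controls per plate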
# MrgX1 antag = human MrgX1 receptor antagonism, primary screen; MRGX1-HEK293 calcium flux, Fluo-4, BAM8-22 antagonism; stronger effect = lower value; 310,000 tested, 1.3% active; Q96LB2; AID 588676; B-score at 10 µM;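 active means calcium-response B-score plate-corrected more than 3 library SD below zero, starting fluorescence within 5 deviations, no agonist response on first addition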;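 further: peak minus trough fluorescence over baseline after final BAM8-22 challenge near maximal dose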
# TRPC6 inh = mouse TRPC6 channel inhibition; Q61143; HEK293-TRPC6, membrane potential dye, ACh-evoked depolarization; stronger effect = lower value; B-score at 10 µM; 310,000 tested, 1.1% active;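 active means B-score under library mean minus 3 SD, initial fluorescence not abnormally high, positive integrated signal ratio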;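 further: B-score derived from integrated fluorescence ratio over the kinetic read; more negative B-score means stronger inhibition of depolarization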
# TRPC6 activator = activators of mouse TRPC6 channel; Q61143; HEK293-TRPC6 membrane potential dye fluorescence; stronger effect = higher value; B-score at 10 µM; 310,000 tested, 0.13% active;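 active means B-score of the integrated fluorescence ratio above library mean plus 3 SD, and starting fluorescence ratio within library mean plus 5 SD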;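 further: higher score means more depolarization so channel activation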
# TRPC4 inh = inhibitors of mouse TRPC4 channel | Q9QUQ5 | HEK293 TRPC4beta/mu-opioid, DAMGO-evoked Fluo4 calcium flux; stronger effect = lower value | B-score at 10 µM | 300,000 tested, 0.39% active;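 active means B-score over 3 SD under the library average, no early fluorescence shift, positive overall ratio signal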
#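 material = TRPC4beta/mu-opioid receptor HEK293 cell line | probe or stimulus = sequential submaximal and maximal DAMGO stimulation | compound dosing = one concentration per compound | measured by = Fluo4 Ca2+ flux fluorescence | evaluation = integrated fluorescence ratio relative to baseline, converted to per-well B score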
# HIF act = HIF pathway transcriptional activation | U2OS HRE-luciferase reporter, luminescence; normalized: DMSO 0%, desferrioxamine 100% | activation, % at 7.5 µM (by protocol) | 300,000 tested, 0.32% active | AID 1910;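 active means mean activation of at least 10% of the iron chelator positive control signal, with at least half of replicates also reaching 10%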
# AI-2 QS mod = modulators of Vibrio harveyi AI-2 quorum sensing system; Vibrio harveyi JMH597 AI-2 luminescence/OD600 ratio, 9 h; stronger effect = lower value; strain lacks LuxN and CqsS sensors; 0 = neutral-control median; AID 2094; 300,000 tested, 0.4% active; activity change, % at 7.5 µM; in the data active means activity change below about -75%, passing the limit was not always enough;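 further: luminescence divided by OD600 gain over 9 h not by final OD600 alone; inactives centre near 13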
# TRPC4 PAM = allosterically enhances the mouse TRPC4 cation channel. Q9QUQ5. HEK293 TRPC4beta/mu-opioid, DAMGO EC20, Fluo-4 Ca2+ flux; stronger effect = higher value. B-score at 10 µM. 310,000 tested, 0.42% active. AID 2227;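 active means B-score of calcium response area above 5 SD of library B-scores, with initial fluorescence ratio within 5 SD of library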;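 further: B-score of integrated fluorescence ratio over time as area under calcium response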
# MrgX1 PAM = allosterically activates human MrgX1 receptor signaling; Q96LB2; MrgX1-HEK293, Fluo-4 calcium flux, FDSS; stronger effect = higher value; B-score at 10 µM; 310,000 tested, 0.63% active; AID 588675;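 active means plate-corrected calcium response at least 3 library SD above typical, normal starting fluorescence, not activating the receptor alone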;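 further: compound read alongside a low EC10 to EC30 dose of BAM8-22 agonist; peak minus trough fluorescence over baseline measured at the second addition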
# * marks the source's active call; other numbers are inactive results; i = inactive; nt = no result given. Only part of the results is shown; rates above refer to the full screens.
SMILES,TRPC4 agonist,PolyA inh,MrgX1 ag,MrgX1 antag,TRPC6 inh,TRPC6 activator,TRPC4 inh,HIF act,AI-2 QS mod,TRPC4 PAM,MrgX1 PAM
Cc1nc(N2CCN(C(c3ccccc3)c3ccccc3)CC2)[nH]c(=O)c1C,i,i,nt,nt,i,i,i,0.2,4,i,nt
CC(=O)N1c2ccc(S(=O)(=O)N3CCC(C(=O)N4CCN(c5ccccc5F)CC4)CC3)cc2CC1C (stereo not given),i,i,i,i,i,i,i,-0.5,12,i,i
O=C(COC(=O)c1ccc(O)cc1O)Nc1ncc(Cl)cc1Cl,i,i,i,i,i,i,i,0.1,5,i,i
COc1ccccc1C(=O)N/C(=C\c1ccc(Br)cc1)C(=O)NCCC(=O)O,i,i,i,i,i,i,i,0.4,18,i,i
CC(/C=N\NC(=O)c1ccc2c(c1)OCO2)c1ccccc1 (stereo not given),i,i,i,i,i,i,i,0.9,-2,i,i
CC(=O)Nc1ccc(S(=O)(=O)N2CCN(S(=O)(=O)N3CCOCC3)CC2)cc1,i,i,i,i,i,i,i,-0.2,8,i,i
CN(C)CCNC(=S)Nc1ccc(Cl)cc1Cl,i,i,i,i,i,i,i,0.4,5,i,i
COc1ccc(C(CNC(=O)Cc2ccccc2)N2CCCCC2)cc1 (stereo not given),i,i,i,i,i,i,i,-0.3,20,i,i
C/C=C/C=C/C(=O)Nc1nccs1,i,i,i,i,i,i,i,-1.3,12,i,i
O=C(NCC1CCCN1S(=O)(=O)c1cccs1)C(=O)Nc1cccc(F)c1 (stereo not given),i,i,i,i,i,i,i,1.3,22,i,i
O=C1c2ccccc2-c2cccc(C(=O)N3CCCCCC3)c21,i,i,i,i,i,i,i,-25,14,i,i
CCOC(=O)C1=C(C)NC(C)=C(C(=O)OCC)C1C(=O)OCC(=O)N1CCc2ccccc2C1,i,i,i,i,i,i,i,-1.0,6,i,i
O=C(N/N=C/c1ccco1)c1cc(-c2ccc(Cl)cc2)n[nH]1,i,i,i,i,i,i,i,-0.2,23,i,i
CCCCc1cc(=O)oc2cc(C)cc(OCC(=O)NCC3CCC(C(=O)O)CC3)c12 (stereo not given),i,i,i,i,i,i,i,0.0,18,i,i
COc1ccc(C2c3cc(OC)c(OC)cc3CCN2C(=O)c2ccccc2Br)cc1OC (stereo not given),i,nt,i,i,i,i,i,-1.4,13,i,i
COc1cccc(C(=O)COc2ccc3c(C)c(Cc4ccccc4)c(=O)oc3c2)c1,i,i,i,i,i,i,i,nt,-18,i,i
Cc1onc(-c2ccccc2)c1C(=O)/C=C/N(C)C,i,i,i,i,i,i,i,0.1,0,i,i
Cc1[nH]c2ccccc2c1/C=N/NC(=O)c1cccc([N+](=O)[O-])c1,i,i,i,i,i,i,i,0.0,15,i,i
Cc1cccc(OCCCC(=O)Nc2ccc(S(N)(=O)=O)cc2)c1C,i,i,i,i,i,i,i,0.6,14,i,i
Cc1nnc(Nc2ccc(C(=O)O)cc2)[nH]c1=O,i,i,i,i,i,i,i,-0.3,-8,i,i
CCOc1ccc(-n2c(=O)c3sccc3n(CC(=O)Nc3cccc(OC)c3)c2=O)cc1,i,i,i,i,i,i,i,-0.5,4,i,i
Cc1ccc(/C=N/NC(=O)c2nnn(-c3nonc3N)c2CN(C)C)s1,i,i,i,i,i,i,i,-0.3,14,i,i
COc1ccc(OS(=O)(=O)Cc2ccccc2)cc1,i,i,i,i,i,i,i,2.1,-1,i,i
Cc1cc(-c2cc(C(=O)Nc3ccccc3)on2)nc(NCC2CC2)n1,i,i,i,i,i,i,i,-0.7,24,i,i
COC(C/C=C/[C@H](O)[C@H](C)OCc1ccccc1)OC,i,i,i,i,i,i,i,1.1,3,i,i
CCOC(=O)/C(=C\c1cn(C)c2ccccc12)[N+](=O)[O-],i,i,i,-4.6*,i,i,i,-0.4,1,i,i
CC(C)c1ccc(S(=O)(=O)N2CCN(C(=O)C3CC3C)CC2)cc1 (stereo not given),i,i,i,i,-10*,16*,i,0.1,7,i,i
CCc1nnc(NC(=O)NCN2C(=O)C3C4C=CC(C4)C3C2=O)s1 (stereo not given),i,i,i,i,i,i,i,-0.3,32,i,i
COc1ccc(S(=O)(=O)Nc2cccnc2)cc1,i,i,i,i,i,i,i,-0.2,-12,i,i
Cc1ccccc1NS(=O)(=O)c1ccc2[nH]c(=O)[nH]c2c1,i,i,i,-5.6*,i,i,i,-0.1,12,i,i
CCCCNC(=O)C(c1ccc(OCC(=O)OC)c(C(=O)OC)c1)N(CCOC)C(=O)CCCCCN1C(=O)NC(c2ccc(-c3ccccc3)cc2)C(C(=O)OCc2ccccc2)=C1C (stereo not given),i,i,i,i,i,i,i,-3.5,-3,i,i
CCOC(=O)C(=O)C1=C(N2CCOCC2)/C(=C\c2ccc(F)cc2)CC1,i,i,27*,i,i,i,i,0.0,-5,i,i
CCC(C)(C)c1nnc(NC(=O)C2CC(=O)N(CCc3ccc(F)cc3)C2)s1 (stereo not given),i,i,i,i,i,i,i,-0.4,17,i,i
CCn1cc(C(=O)NCCCN2CC(C)CC(C)C2)c2cc(OC)c(OC)cc2c1=O (stereo not given),i,i,i,i,i,i,i,0.0,8,i,i
Cc1cc(O)c(C2=Nc3ccccc3SC(c3ccc(Cl)cc3)C2)c(=O)o1 (stereo not given),i,i,i,i,i,i,i,2.4,21,i,i
Cc1cccc2c(C(=O)O)c3c(nc12)CCCCC3,i,i,i,i,i,i,i,-0.6,20,i,i
CN(CCOc1ccccc1)CC(O)COc1ccccc1 (stereo not given),i,i,i,i,i,i,-6*,0.1,8,i,i
Cc1c(NC(=O)COC(=O)COc2ccc(Nc3ccccc3)cc2)c(=O)n(-c2ccccc2)n1C,i,nt,i,i,i,i,i,-0.1,35,i,i
CCC(Sc1ncccc1C(=O)OC(C)C)C(=O)N1CCOCC1 (stereo not given),i,i,i,i,i,i,i,-0.2,7,i,i
O=C(Nc1ccc(Cl)cc1)c1ccc2c(=O)n3c(nc2c1)CCCCC3,i,i,i,i,i,i,i,2.1,33,i,i
COC(=O)C1=C(C)Nc2nnnn2C1c1ccco1 (stereo not given),i,i,i,i,i,i,i,-0.5,6,i,i
CCOc1c2ccc(C(=O)NCc3cc(C(F)(F)F)cc(C(F)(F)F)c3)cc2nn1C,i,i,i,i,i,i,i,-0.7,17,i,i
N#CC1=C(N)OC2=C(C(=O)CCC2)C1c1cc2c(cc1Br)OCO2 (stereo not given),i,i,i,i,i,i,i,-1.0,22,i,i
COc1c2ccc(C(=O)NCCCCc3ccccc3)cc2nn1C,i,i,i,i,i,i,i,0.1,6,i,i
Cc1nn(-c2nc3ccccc3n2Cc2ccccc2)c2c1C(=O)CC(C)(C)C2,i,nt,i,i,i,i,-6*,nt,29,i,i
O=C(NCC1CCCO1)c1cc2ccccc2o1 (stereo not given),i,i,i,i,i,i,i,1.3,16,i,i
CCN(C(=S)Nc1ccccc1F)C1CCCCC1,i,i,i,i,i,i,i,0.7,5,i,i
O=C(Nc1ccc2c(c1)OCCO2)C1CCCN1S(=O)(=O)c1cccc2cccnc12 (stereo not given),i,i,i,i,i,i,i,nt,15,i,i
Cn1c(=O)cc(N2CCCCC2)[nH]c1=O,i,i,i,i,i,i,i,0.0,-2,i,i
COc1ccccc1OCCn1cc(C(=O)C(C)C)c2ccccc21,i,i,i,i,i,i,i,-0.8,-10,i,i
# New compounds follow
SMILES,TRPC4 agonist,PolyA inh,MrgX1 ag,MrgX1 antag,TRPC6 inh,TRPC6 activator,TRPC4 inh,HIF act,AI-2 QS mod,TRPC4 PAM,MrgX1 PAM
Cc1cccc(C)c1NC(=O)CSc1nnc(C2CCCCC2)o1,i,i,i,i,i,i,i,0.0,8,i,i
O=C(c1ccccc1)N1CCN(C(=O)C23CC4CC(CC(C4)C2)C3)CC1,i,i,i,i,i,i,i,0.0,13,i,i
O=C(NNC(=O)c1cccnc1SCc1cccc([N+](=O)[O-])c1)c1ccc(F)cc1,i,i,i,i,i,i,i,1.0,9,i,i
Cc1nc(N2CCN(C(=O)c3ccco3)CC2)c2c3c(sc2n1)CC(C)CC3 (stereo not given),i,i,i,i,i,i,i,0.9,16,i,i
CC(C(=O)NCc1cccs1)n1cccc1 (stereo not given),i,i,i,i,i,i,i,0.2,11,i,i
CCC(OC(=O)CNS(=O)(=O)c1ccccc1)C(=O)c1ccccc1 (stereo not given),i,i,i,i,i,i,i,-0.2,26,i,i
CCOC(=O)C1CCCN(S(=O)(=O)c2cnc(Cl)c(Br)c2)C1 (stereo not given),i,i,i,i,i,i,i,0.2,11,i,i
Cc1cc(C)c2c(-n3cccc3)nn(CC#N)c2n1,i,i,i,i,i,i,i,-0.6,7,i,i
O=C(CCC(=O)N1CCSc2ccccc21)Nc1cccc(F)c1,i,i,i,i,i,i,i,-0.2,25,i,i
CO/N=C(\c1ccccc1)c1cccnc1,i,i,i,i,i,i,i,0.8,26,i,i
CCCOc1ccc(-c2c(C(=O)N/N=C/c3cccnc3)nnn2-c2nonc2N)cc1,i,i,i,i,i,i,i,0.2,17,i,i
CCOC(=O)Cn1c(=O)oc2cc(S(=O)(=O)NCCCc3ccccc3)ccc21,i,i,i,i,i,i,i,0.0,22,i,i
C=CCNC(=S)NCC1COc2ccccc2O1 (stereo not given),i,i,i,i,i,i,i,0.8,9,i,i
O=c1cc(NCc2ccco2)c2ccccc2o1,i,i,i,i,i,i,i,0.0,34,i,i
